# Source: PubChem BioAssay
# NPSR antagonist = qHTS Assay for Antagonists of the Neuropeptide S Receptor: cAMP Signal Transduction | Q6W5P4 | CHO-NPSR cells, cAMP TR-FRET, antagonist mode | Potency, µM (top dose mostly 38.3 µM), for inactives: at the top dose activity change, negative = inhibition, usual class: inhibitors | actives 1% (n = 220,000) | AID 1461, 2008; also: potency is read from the fitted curve at half-maximal effect; % is scaled to controls: 0 for no effect and ±100 for the full control effect; nearly all actives have a fitted effect of over 50% in size; many of its hits are not listed in these tables
# Target sequence (Q6W5P4 whole entry, looked up): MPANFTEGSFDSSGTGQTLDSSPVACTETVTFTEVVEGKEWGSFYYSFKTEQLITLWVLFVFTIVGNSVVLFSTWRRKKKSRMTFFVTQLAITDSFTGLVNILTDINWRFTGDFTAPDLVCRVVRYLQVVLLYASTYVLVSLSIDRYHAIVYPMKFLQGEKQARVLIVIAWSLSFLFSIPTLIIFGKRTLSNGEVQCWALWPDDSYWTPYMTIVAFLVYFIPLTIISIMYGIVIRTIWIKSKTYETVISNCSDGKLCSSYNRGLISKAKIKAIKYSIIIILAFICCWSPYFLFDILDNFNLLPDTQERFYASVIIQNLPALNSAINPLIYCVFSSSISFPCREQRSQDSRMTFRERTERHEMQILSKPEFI
# CBFb RUNX1 block = qHTS Assay for Compounds Blocking the Interaction Between CBF-beta and RUNX1 for the Treatment of Acute Myeloid Leukemia; Potency, µM (highest dose often 59.8 µM), inactives show at the top dose activity, negative = inhibition, actives largely listed as inhibitors; Runt-related transcription factor 1 (Homo sapiens) + Core-binding factor subunit beta …; AlphaScreen CBFb-His/RUNX1-biotin binding, biochemical; AID 1477, 2009; 230,000 tested, under 10 active; also: % of control where 0% means no effect
# Target sequence (Q01196 whole entry, looked up): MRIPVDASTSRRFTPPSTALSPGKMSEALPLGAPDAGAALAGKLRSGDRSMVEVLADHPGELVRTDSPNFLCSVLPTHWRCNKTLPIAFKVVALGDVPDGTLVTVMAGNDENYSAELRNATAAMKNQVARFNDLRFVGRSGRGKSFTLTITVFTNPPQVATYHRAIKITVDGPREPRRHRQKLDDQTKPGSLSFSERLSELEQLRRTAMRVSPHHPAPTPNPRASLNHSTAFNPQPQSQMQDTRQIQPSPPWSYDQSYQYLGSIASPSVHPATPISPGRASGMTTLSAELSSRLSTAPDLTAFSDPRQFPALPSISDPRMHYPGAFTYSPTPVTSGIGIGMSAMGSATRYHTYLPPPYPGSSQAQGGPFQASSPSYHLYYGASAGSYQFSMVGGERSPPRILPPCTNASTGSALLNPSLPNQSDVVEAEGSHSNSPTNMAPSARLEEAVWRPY
# Target sequence (Q13951 whole entry, looked up): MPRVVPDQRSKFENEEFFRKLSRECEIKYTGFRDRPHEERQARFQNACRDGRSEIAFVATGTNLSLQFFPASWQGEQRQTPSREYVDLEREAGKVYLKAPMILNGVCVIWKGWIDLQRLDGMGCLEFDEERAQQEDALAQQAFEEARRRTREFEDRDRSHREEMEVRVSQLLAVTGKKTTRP
#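 Interaction loss through any mechanism counts as activity. Pre-formed complex of His-CBF-beta and biotin-RUNX1 (30 nM apiece) is incubated with compound 15 min, then with 50 ng nickel and 50 ng streptavidin beads for 90 min before AlphaScreen detection.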
# Luc counter = Counterscreen for Luciferase (Kinase-Glo TM) Inhibition | actives 0.28% (n = 200,000) | Potency, µM (highest dose often 38.3 µM), inactives show top-dose activity change, negative = inhibition, hits mostly inhibitors | Luciferin 4-monooxygenase (Photuris pensylvanica), Q27757 | AID 1379, 2008 | Kinase-Glo luciferase, ATP luminescence, 8 min; also: potency is read from the fitted curve at half-maximal effect; % is scaled to controls: 0 for no effect and ±100 for the full control effect; nearly all actives have a fitted effect of over 60% in size
#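 Recombinant Kinase-Glo luciferase, 10 uM ATP (linear range), luciferin; imidazole pH 7.2 / KCl / MgCl2 / Tween / BSA buffer; 8 min RT; luminescence.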
# Lamin A splicing = qHTS Assay for Modulators of Lamin A Splicing; HeLa LMNA splicing GFP/RFP minigene ratio, 48 h; Potency, µM (series often up to 46.1 µM), without a hit: top-dose ratio change, negative = inhibition, most hits filed as inhibitors; actives 0.01% (n = 200,000); AID 1487, 2009; active = well fitted inhibition curve with a large enough effect in the signal ratio, with a control signal flat, not every such curve was filed as active; inconclusive = small, poorly fitted or top-dose-only effect, or effect the other way, or a change in a side signal; the % refers to the signal ratio; also: potency is read from the fitted curve at half-maximal effect; % is scaled to controls: 0 for no effect and ±100 for the full control effect
#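 Read-out is the ratio of GFP to DsRed2 object intensity, acquired by 488 nm laser-scanning cytometry on HeLa lamin A-EGFP minigene reporter cells. Compound incubation 48 hrs at 37 °C in Opti-MEM with 2% FBS; DMSO 0.5% final.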
# HTT aggregate = qHTS Multiplex Assay to Identify Dual Action Probes in a Cell Model of Huntington: Aggregate Formation (GFP). actives 1.1% (n = 220,000). PC12 HttQ103-GFP aggregates, Acumen cytometry, 40 h. Potency, µM (highest dose often 46.1 µM), for inactives: at the top dose activity change, negative = inhibition, most hits filed as inhibitors; also: potency is read from the fitted curve at half-maximal effect; % is scaled to controls: 0 for no effect and ±100 for the full control effect; nearly all actives have a fitted effect of over 60% in size
#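 Using laser scanning cytometry, GFP-positive aggregates were counted after lysis of PC12 cells induced with 100 nM tebufenozide to express HTT exon 1 Q103–GFP. Compounds were tested in titration.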
# IMPase Li inh = qHTS Assay for Identifying the Cell-Membrane Permeable IMPase Inhibitors: Potentiation with Lithium; CHO-M1 cells, IP1 TR-FRET (IP-One), carbachol + lithium; Potency, µM (doses to about 59.4 µM), for the others: top-dose activity, negative = IMPase inhibition, usual class: inhibitors; actives 0.35% (n = 210,000);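 also: IP1 builds up when IMPase is blocked and the TR-FRET signal falls; potency is read from the fitted curve at half-maximal effect; plate controls were basal vehicle for no effect and high inhibitor control for full effect; nearly all actives have a fitted effect of over 50% in size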
#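 Readout is a homogeneous TR-FRET IP1 immunoassay (Ex 320, Em 665 and 620), where raised cytosolic IP1 lowers signal. Cells were CHO-M1 treated 30 min at 37C with test compounds plus a little lithium; AC50 values came from Hill-equation fitting.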
# Epigenetic derep = Quantitative High-Throughput Screen for Regulators of Epigenetic Control. actives 0.2% (n = 280,000). Potency, µM (titrated, usually from 53.9 µM), inactives show top-dose GFP activation, actives largely listed as activators. murine LDR cells, GFP reporter derepression, 30 h; also: potency is read from the fitted curve at half-maximal effect; % of control where 0% means no effect; nearly all actives have a fitted effect of over 60% in size
#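 Murine LDR cells bearing a silenced CMV-driven GFP reporter were exposed to compound for 30 h at 37 C. After PBS washes, GFP-positive cells (20-120 um objects) counted by laser-scanning microplate cytometry.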
# Numbers without * were called inactive; ? = inconclusive; / = no result given; & = joins results of further samples; [ ] = dose if it differs, or a comment. Unless noted, calls follow the shape of the dose curve; as a rule, active = well fitted curve in the direction sought with a large enough effect; inconclusive = small, poorly fitted or top-dose-only effect, or another doubt; inactive = no such curve, though single readings can be large; an effect the other way counts as inactive or inconclusive. An excerpt; count on the stated rates, not on these rows.
# Preview:
SMILES,NPSR antagonist,CBFb RUNX1 block,Luc counter,Lamin A splicing,HTT aggregate,IMPase Li inh,Epigenetic derep
Cn1c(CSc2nc3ccccc3s2)nnc1SCC(=O)NCCCN1CCOCC1,6%[46.1 µM],9%,2%,?,-20%,5%,-1.2%
O=C(COc1ccc(Cl)cc1)OCC(=O)N1CCCC1,2%[46.1 µM],2%,0%,0%,14%,-4%[38.3 µM],-1.0%

# The list itself, repeating the preview:
SMILES,NPSR antagonist,CBFb RUNX1 block,Luc counter,Lamin A splicing,HTT aggregate,IMPase Li inh,Epigenetic derep
Cn1c(CSc2nc3ccccc3s2)nnc1SCC(=O)NCCCN1CCOCC1,6%[46.1 µM],9%,2%,?,-20%,5%,-1.2%
O=C(COc1ccc(Cl)cc1)OCC(=O)N1CCCC1,2%[46.1 µM],2%,0%,0%,14%,-4%[38.3 µM],-1.0%
CSCCC(NS(=O)(=O)c1ccccc1F)C(=O)NC(C)c1ccccc1 (configuration not stated),10%,-4%,2%,/,-1%,6%,-4.2%
COc1cc(C)c(NC(=S)Nc2cccc(Cl)c2)cc1OC,6%,0%,2%,-13%,-4%,-5%,-1.0%
O=C(CNC(=O)c1ccco1)N/N=C/c1ccc(O)c([N+](=O)[O-])c1,-6%,-9%,-1%,1%,-25%,2%,0.0%
Cc1cccc(N/C=C(\[N+](=O)[O-])S(=O)(=O)c2ccccc2)c1,-2%,10%,0%,-8%[46 µM],?,7%,-4.0%
COc1ccc(OC)c(NC(=O)C(=O)NCc2ccncc2)c1,13%,3%,-5%,-14%,-1%,3%,0.0%
Cc1ccc(CC2(O)CCN(CCOc3ccc(O)cc3)CC2)cc1,/,0%,-1%[39.9 µM],/,/,13%,0.0%
COC(=O)CNC(=O)CCc1nnc(C2(c3ccc(Cl)cc3)CCC2)o1,9%,4%,-1%,-7%[46 µM],12%[9.22 µM],9%,-3.5%
COC(=O)C1=C(C(=O)OC)SC(=C2C(=S)C(C)(C)N(C(=O)C(C)C)c3ccccc32)S1,10µM*,?,14%,-7%,?,54%[activator][38.3 µM],1.9%
Clc1ccc(Oc2nc(N3CCOCC3)nc(N3CCOCC3)n2)cc1,-3%[46.1 µM],2%,2%,-6%,17%,-4%[38.3 µM],-0.7%
Cn1cnnc1SCc1ccc(C#N)cc1Cl,-5%[46.1 µM],-1%,-5%,7%,11%,-14%[38.3 µM],-1.1%
Fc1ccc(NC(=S)Nc2cccc(Cl)c2)cc1,-38%,-3%,3%,-18%,-11%,-2%,5.2%
OCCN1CCN(c2ncnc3nc[nH]c23)CC1,-1%[46.1 µM],7%,4%,-4%,-16%,21%[38.3 µM],0.9%
Cc1nc2ccccc2c(=O)n1/N=C/c1ccccc1,-7%[46.1 µM],0%,-1%,2%[0.0737 µM],0%,-2%[38.3 µM],-2.7%
COCCCN(C(=S)Nc1ccc(C)cc1Cl)C(C)c1ccncc1 (configuration not stated),-14%[46.1 µM],2%,-1%,?,5%,7%,0.0%
Cc1ccc(OCC(=O)NNC(=O)c2cc3ccccc3o2)cc1,-1%[46.1 µM],-3%,-7%,9%,-10%,-8%[38.3 µM],-0.9%
CC1(C)CC(=O)C/C(=N/Nc2nc3ccccc3s2)C1,-32%,-10%,1%,-25%[46 µM],2%,11%,0.5%
CCOC(=O)C(=CNCC(=O)OC)C(=O)OCC,10%[46.1 µM],20%,2%,-6%,6%,20%[38.3 µM],2.5%
O=C(NC(=S)NCCCN1CCOCC1)c1ccco1,11%,-5%,1%,/,8%,1%,-5.7%
COc1ccc(CCN2C(=O)C3CC(C)=C(C)CC3C2=O)cc1OC (configuration not stated),-1%[46.1 µM],0%,13%,6%,?,-8%[38.3 µM],-1.4%
Clc1ccc(N2CCN(Cc3c[nH]c4ncccc34)CC2)cc1,-10%[46.1 µM],-18%,-1%&0%,?,/,13%&2%&9%,-1.2%&4.2%&-0.4%
CN(C)CCN1C(=O)NC(C)(c2ccc([N+](=O)[O-])cc2)C1=O (configuration not stated),-9%,5%,0%,/,-16%[9.22 µM],11%,-4.8%
Cn1ccnc1C1CCCCN1Cc1nc(Cc2cccc(C(F)(F)F)c2)no1 (configuration not stated),30%,20%,3%,/,-5%,24%,1.3%
C[C@@H]1NC(=O)[C@H](CC(N)=O)NC(=O)c2cc([N+](=O)[O-])cc(I)c2OCC[C@@H](C(=O)NC(CC(=O)O)C(N)=O)NC1=O (some centres not stated),17%,-1%[2.36 µM],-3%,-2%,6%,-7%,0.9%
CC(=O)N[C@H]1[C@H](OCc2ccccc2F)O[C@H](COC(C)=O)[C@@H](OC(C)=O)[C@@H]1OC(C)=O,-5%,7%,/,/,-3%[9.22 µM],/,-1.0%
CCN(CC)C1CCN(C(=O)c2cc(COc3ccc(F)cc3Cl)on2)C1 (configuration not stated),-9%,0%,6%,15%[46 µM],2%[9.22 µM],16%,-0.6%
COc1ccc(-c2nnn(CC(=O)N(Cc3cccs3)C(C)C(=O)NCCC(C)C)n2)cc1OC (configuration not stated),-24%[46.1 µM],0%,-5%,-27%,8%,22%[38.3 µM],-3.8%
Cc1nc(CNS(=O)(=O)c2cc(C)c(C)cc2C)cs1,-21%[46.1 µM],8%,4%,-2%,10%,8%[38.3 µM],3.2%
C[C@H]1Cc2c(-c3ccccc3)nc3c(c2CO1)CN(C(=O)C1CC1)CC3,/,-3%[13.1 µM],-7%[7.66 µM],-4%[9.22 µM],/,12%,/
Cc1ccc(Cl)cc1N1CCN(C(=S)NCc2ccco2)CC1,-39%,-6%,2%,/,12%,20%,1.3%
O=C(Cc1cccs1)N/N=C/c1ccccc1,-6%,6%,/,/,-2%[9.22 µM],/,4.8%
N/C(=N\OC(=O)Oc1ccccc1)c1ccc(Cl)cc1,-20%[46.1 µM],-2%,1%,2%,-17%,13%[38.3 µM],-2.5%
C/C(=N\Nc1ccc2nncn2n1)c1ccccn1,6%,?,/,/,-28%[9.22 µM],/,-0.4%
O=C(Nc1cccc(-c2nnco2)c1)c1cccs1,5%,-2%,/,3%[46 µM],20%[9.22 µM],/,0.0%
Oc1ccc(Br)cc1-c1ccn[nH]1,-2%,2%,0%,14%,-11%,-9%,-0.9%
CCN(CC)S(=O)(=O)c1ccc(N2CCOCC2)c(NC(=O)c2ccc3ccccc3c2)c1,-28%,7%,2%,3%,-6%,14%,-0.9%
CCCCNC(=O)CCCCCNS(=O)(=O)c1ccc(OC)cc1,-3%[46.1 µM],3%,-1%,1%,-4%,-5%[38.3 µM],0.0%
COc1ccccc1NS(=O)(=O)c1ccc(Cl)c(NC(=O)c2sc3cc(Cl)ccc3c2Cl)c1,11%,7%,0%,?,19%,8%,2.0%
COc1cccc(/C=N/NC(=O)CO/N=C(\C)c2cccs2)c1OC,-25%[46.1 µM],2%,-3%,-3%,17%,6%[38.3 µM],-2.3%
Brc1ccc(-c2csc(NC3=NCCCCC3)n2)cc1,-13%[46.1 µM],-3%,3%,?,-10%,12%,0.0%
N#CCCn1ccc(NC(=O)c2ccc(Cl)cc2)n1,13%[46.1 µM],4%,2%,-11%,4%,8%[38.3 µM],-2.3%
O=c1[nH]cnc2sc3c(c12)CCCCC3,6%,4%,3%,-2%[46 µM],-32%,-8%,-0.7%
O=C1CC(N2CCN(c3ccccn3)CC2)C(=O)N1CC(c1ccccc1)c1ccccc1 (configuration not stated),-9%,12%,-1%,?,2%,18%,-2.1%
OC[C@H]1O[C@@H](Oc2cc(O)cc(/C=C/c3ccc(O)cc3)c2)[C@H](O)[C@@H](O)[C@@H]1O,-18%,-4%,/,/,/,/,0.0%
Cc1ccc2oc(=O)c3cnn(CC(=O)NC4CCCCC4C)c3c2c1 (configuration not stated),-12%[46.1 µM],0%,-6%,2%,6%,1%[38.3 µM],4.2%
CC(C)(C)n1nc2c(c1NC(=O)c1cccs1)CS(=O)C2 (configuration not stated),11%[46.1 µM],0%,-1%,-5%,8%,13%[38.3 µM],0.7%
O=C(CCC(=O)N1CCN(C2CCCCC2)CC1)Nc1nnc(C(F)(F)F)s1,-3%[46.1 µM],-1%,-2%,3%,9%,-1%[38.3 µM],0.0%

# Profiles as entered above. Screens in order: NPSR antagonist, CBFb RUNX1 block, Luc counter, Lamin A splicing, HTT aggregate, IMPase Li inh, Epigenetic derep
# `Brc1ccc(-c2csc(NC3=NCCCCC3)n2)cc1` is listed with -13%[46.1 µM], -3%, 3%, ?, -10%, 12%, 0.0%
# `Cc1ccc2oc(=O)c3cnn(CC(=O)NC4CCCCC4C)c3c2c1` (configuration not stated) is listed with -12%[46.1 µM], 0%, -6%, 2%, 6%, 1%[38.3 µM], 4.2%

# The list continues:
SMILES,NPSR antagonist,CBFb RUNX1 block,Luc counter,Lamin A splicing,HTT aggregate,IMPase Li inh,Epigenetic derep
CCSc1nnc(NC(=O)CCc2ccc(OC)cc2)s1,-1%,3%,4%,4%,?,?,0.0%
CC1Cc2ccccc2N1C(=O)COC(=O)CNC(=O)c1ccc(Br)o1 (configuration not stated),-5%[46.1 µM],-4%,2%,-9%,6%,22%[38.3 µM],1.2%
COc1cccc(NC(=O)COC(=O)CNS(=O)(=O)c2c(F)cccc2F)c1,23%,-3%,-3%,-10%,-14%,3%,0.0%
O=C(Nc1cccc(S(=O)(=O)N2CCOCC2)c1)c1ccc(Cl)c([N+](=O)[O-])c1,-22%,1%,4%,-10%[46 µM],-29%,5%,-2.1%
Cc1ccc(S(=O)(=O)NC(C(=O)Oc2ccc3ccc(=O)oc3c2)c2ccccc2)cc1 (configuration not stated),-13%,8%,-2%,-11%,-9%,-7%,1.0%
O=C(CCCCC(=O)NC1CCCC1)NC1CCCC1,8%,-3%,-3%,?,-8%,0%,-3.8%
COCCCNCC(=O)Nc1sc(C)c(C)c1C(=O)OC,8%[46.1 µM],3%,22%,3%,-5%,2%[38.3 µM],-0.7%
Cn1nccc1C(=O)N/N=C/c1cccnc1,14%,3%,/,/,3%[9.22 µM],/,-6.6%
COc1ccc(/C=N/Nc2ccc(C(F)(F)F)cc2[N+](=O)[O-])cc1,-56%,-5%,0%,-4%,20%,-11%,0.0%
COc1ccc(N/C=C2/CCCCC2=O)cc1,3%[46.1 µM],6%,-27%,29%,6%,39%[activator][38.3 µM],-1.1%
